MCL1 BIM primary = inhibitors of human MCL1 binding to BIM-BH3 peptide. Q07820. GST-MCL1 / FITC-Bim-BH3 fluorescence polarization. inhibition, % at 10.9 µM. hit rate 0.68% among 320,000. AID 2057;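 active = inhibition above the mean inhibition of all tested compounds plus 3 SD, set per campaign, cut at about 40% in these data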;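 also: 0% = DMSO wells and 100% = unlabeled Bim-BH3 peptide control; higher means more loss of mP so more displacement of Bim peptide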
Target sequence (Q07820 whole entry, looked up): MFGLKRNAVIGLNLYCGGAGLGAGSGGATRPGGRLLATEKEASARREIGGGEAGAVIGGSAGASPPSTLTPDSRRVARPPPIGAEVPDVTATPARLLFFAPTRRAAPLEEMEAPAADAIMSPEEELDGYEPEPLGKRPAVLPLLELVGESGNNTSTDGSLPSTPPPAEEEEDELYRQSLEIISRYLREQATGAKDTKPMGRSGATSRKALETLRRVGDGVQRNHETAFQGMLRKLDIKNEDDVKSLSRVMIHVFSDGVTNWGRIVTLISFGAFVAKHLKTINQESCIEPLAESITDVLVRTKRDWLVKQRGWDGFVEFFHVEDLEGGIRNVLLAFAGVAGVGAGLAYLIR
Bcl-xL primary = blocks human Bcl-xL binding to Bim BH3 peptide | hit rate 0.7% among 320,000 | AID 2129 | inhibition, % at 10.9 µM | GST-Bcl-xL / FITC-Bim BH3 peptide fluorescence polarization;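 active = inhibition above the mean of all tested compounds plus 3 SD, cutoff set per campaign, cut at about 30% in these data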;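 also: 0% = DMSO wells and 100% = unlabeled Bim-BH3 peptide competitor; inhibitors lower millipolarization by displacing the labeled peptide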
Target sequence (Q07817 whole entry, looked up): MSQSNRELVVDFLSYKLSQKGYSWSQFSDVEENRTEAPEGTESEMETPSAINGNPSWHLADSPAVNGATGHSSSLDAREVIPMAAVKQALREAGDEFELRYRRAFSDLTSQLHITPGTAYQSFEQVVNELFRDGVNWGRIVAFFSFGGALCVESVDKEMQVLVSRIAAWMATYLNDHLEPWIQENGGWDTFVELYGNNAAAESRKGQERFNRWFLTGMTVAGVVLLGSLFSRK
AGP1 TOR yeast = yeast TOR pathway AGP1-GFP modulation; S. cerevisiae AGP1-GFP multiplex flow cytometry, 3 h; GFP as percent of DMSO wells; hit rate 0.02% among 320,000; GFP response vs DMSO, % at 10 µM;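 active = GFP response relative to DMSO above a set limit, near screen average plus 3 SD, cut at about 150% in these data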;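 also: median GFP channel fluorescence of the gated AGP1 strain per well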
CIT2-GFP yeast = alters CIT2-GFP fluorescence in TOR pathway yeast screen | GFP response vs DMSO, % at 10 µM | S. cerevisiae CIT2-GFP strain, flow cytometry, 3 h; 100 means same as DMSO wells | hit rate 0.065% among 320,000;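 active = GFP response relative to DMSO above a set limit, near the screen mean plus 3 SD, cut at about 150% in these data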;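 also: ratio of well median GFP fluorescence to mean of DMSO wells on the plate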
VLA-4 inh = inhibition in a human VLA-4 binding assay; VLA-4 expressing cells, ligand binding flow cytometry; hit rate 0.2% among 330,000; P13612; AID 2557; inhibition, % (about 7 µM as worked out from the volumes in the protocol); in the data active = inhibition above about 50%
GRK2 inh = blocks RNA aptamer binding to human GRK2; hit rate 0.59% among 330,000; bead flow cytometry, FAM-aptamer displacement from GRK2; AID 488847; inhibition of aptamer binding, % at 10 µM; P25098;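 active = inhibition of aptamer binding above 40%, roughly 3 SD of noise, on plates passing a quality check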;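 also: median bead fluorescence of bound FAM aptamer so fluorescent compounds give negative values; no value below 0 was filed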
CR mimetic SO = yeast age-related superoxide inhibition as caloric restriction mimetic; superoxide response (% of plate mean), % at 10 µM; AID 2690; hit rate 0.18% among 330,000; S. cerevisiae aged cells, superoxide DHE fluorescence; active compounds read low;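 active = superoxide response under a set limit, about three screen SD below normal, cut at about 65% in these data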;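 also: yeast aged for seven days with compound at 30 °C before DHE staining; 100% = average MFI of all compound-treated wells on the plate with controls excluded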
MEX-5 binding = C. elegans MEX-5 TCR-2 RNA binding activity. MEX-5/FITC-TCR2 RNA binding, fluorescence polarization; active compounds read low. AID 1832. activity score (negative = inhibition of binding), % at 10 µM. hit rate 0.38% among 300,000. Q9XUB2;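 active = inhibition past about -25% in most replicates, and total fluorescence under double the plate's negative control median, limit read from the data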;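 also: 0% = DMSO and -100% = 5 µM competing unlabeled TCR2 RNA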
Target sequence (Q9XUB2 whole entry, looked up): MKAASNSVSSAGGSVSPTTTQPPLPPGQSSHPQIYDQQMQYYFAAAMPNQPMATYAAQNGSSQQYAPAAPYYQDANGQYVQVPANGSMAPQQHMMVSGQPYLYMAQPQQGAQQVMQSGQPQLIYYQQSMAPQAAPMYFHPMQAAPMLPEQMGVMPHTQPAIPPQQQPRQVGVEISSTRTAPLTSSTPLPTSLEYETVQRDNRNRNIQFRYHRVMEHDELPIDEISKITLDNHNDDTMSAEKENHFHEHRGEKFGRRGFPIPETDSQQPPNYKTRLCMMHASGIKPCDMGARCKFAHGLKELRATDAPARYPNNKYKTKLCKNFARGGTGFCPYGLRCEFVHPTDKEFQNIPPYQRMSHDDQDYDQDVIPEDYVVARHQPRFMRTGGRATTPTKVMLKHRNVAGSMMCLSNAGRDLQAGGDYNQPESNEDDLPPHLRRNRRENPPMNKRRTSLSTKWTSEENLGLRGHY
GLD-1 TGE inh = GLD-1-TGE RNA interaction inhibition (C. elegans); purified GLD-1 + fluorescein TGE RNA, fluorescence polarization; inhibition, % at 5.96 µM; hit rate 0.44% among 320,000; AID 2280;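 active = percent inhibition above a per-plate cutoff, the plate mean of test compounds plus 3 SD, cut at about 30% in these data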;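 also: 0% = DMSO wells with GLD-1 and probe and 100% = wells lacking GLD-1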
* marks the source's active call; other numbers are inactive results. An unsorted share of the library (roughly 2.1% active in at least one column).

Sample of the layout (2 entries):
Results for COc1cccc(C(=O)N2CCN(C(=O)c3cccc(F)c3)CC2)c1 ?
MCL1 BIM primary: 85*; Bcl-xL primary: 76*; AGP1 TOR yeast: 94; CIT2-GFP yeast: 93; VLA-4 inh: -4; GRK2 inh: 2; CR mimetic SO: 104; MEX-5 binding: -0.6; GLD-1 TGE inh: 53*

Results for CCn1c(N2CCN(CC(=O)c3c[nH]c4ccccc34)CC2)nc2c1c(=O)[nH]c(=O)n2C ?
MCL1 BIM primary: -25; Bcl-xL primary: -3; AGP1 TOR yeast: 99; CIT2-GFP yeast: 85; VLA-4 inh: -8; GRK2 inh: 4; CR mimetic SO: 93; MEX-5 binding: 3.6; GLD-1 TGE inh: -15

Main list, from the start:
Results for COc1cccc(C(=O)N2CCN(C(=O)c3cccc(F)c3)CC2)c1 ?
MCL1 BIM primary: 85*; Bcl-xL primary: 76*; AGP1 TOR yeast: 94; CIT2-GFP yeast: 93; VLA-4 inh: -4; GRK2 inh: 2; CR mimetic SO: 104; MEX-5 binding: -0.6; GLD-1 TGE inh: 53*

Results for CCn1c(N2CCN(CC(=O)c3c[nH]c4ccccc34)CC2)nc2c1c(=O)[nH]c(=O)n2C ?
MCL1 BIM primary: -25; Bcl-xL primary: -3; AGP1 TOR yeast: 99; CIT2-GFP yeast: 85; VLA-4 inh: -8; GRK2 inh: 4; CR mimetic SO: 93; MEX-5 binding: 3.6; GLD-1 TGE inh: -15

What do the screens show for `Cc1ccsc1/C=C1/SC(N2CC(C)OC(C)C2)=NC1=O` (centres undefined)?
MCL1 BIM primary: 0; Bcl-xL primary: 1; AGP1 TOR yeast: 97; CIT2-GFP yeast: 96; VLA-4 inh: 19; GRK2 inh: 1; CR mimetic SO: 118; MEX-5 binding: -1.3; GLD-1 TGE inh: 5

What do the screens show for `COc1cc2nc(=S)n3[nH]c(CCn4nc(C)cc4C)nc3c2cc1OC`?
MCL1 BIM primary: -25; Bcl-xL primary: -30; AGP1 TOR yeast: 87; CIT2-GFP yeast: 78; VLA-4 inh: 0; GRK2 inh: 0; CR mimetic SO: 92; MEX-5 binding: 2.0; GLD-1 TGE inh: 6

Results for CCSc1nnc(Nc2ccc(C)cc2)s1 ?
MCL1 BIM primary: 8; Bcl-xL primary: 5; CIT2-GFP yeast: 95; VLA-4 inh: 18; GRK2 inh: 0; CR mimetic SO: 75; MEX-5 binding: -1.7; GLD-1 TGE inh: 1

What do the screens show for `O=C(Cc1ccccc1)c1c[nH]c(C(=O)NCCCN2CCOCC2)c1`?
MCL1 BIM primary: -2; Bcl-xL primary: 3; AGP1 TOR yeast: 95; CIT2-GFP yeast: 96; VLA-4 inh: 9; GRK2 inh: 1; CR mimetic SO: 95; MEX-5 binding: -1.0; GLD-1 TGE inh: -2

What do the screens show for `COC(=O)[C@H](Cc1ccccc1)NC(=O)Cn1cnc2c(OCc3ccccc3)ncnc21`?
AGP1 TOR yeast: 89; CIT2-GFP yeast: 90; VLA-4 inh: -3; GRK2 inh: 3; CR mimetic SO: 94; GLD-1 TGE inh: 4

How did CC(=O)c1ccccc1C(=O)N1CCC(n2nccc2NC(=O)C2CC2)CC1 do in these assays?
AGP1 TOR yeast: 92; CIT2-GFP yeast: 105; VLA-4 inh: 6; GRK2 inh: 1; CR mimetic SO: 93; MEX-5 binding: 4.2

How did Nc1nc(-c2cccs2)cs1 do in these assays?
MCL1 BIM primary: 1; Bcl-xL primary: 2; AGP1 TOR yeast: 94; CIT2-GFP yeast: 95; VLA-4 inh: -17; GRK2 inh: 6; CR mimetic SO: 90; MEX-5 binding: 1.8; GLD-1 TGE inh: -5

How did COc1ccc(/C(=C/c2ccc(OC(F)F)c(OC)c2)C(=O)O)cc1OC do in these assays?
MCL1 BIM primary: 7; Bcl-xL primary: 8; AGP1 TOR yeast: 93; CIT2-GFP yeast: 95; VLA-4 inh: 33; GRK2 inh: 1; CR mimetic SO: 102; MEX-5 binding: -2.4; GLD-1 TGE inh: -3

Results for Cc1cc(Cl)c(S(=O)(=O)NC(C(=O)O)c2ccccc2)cc1OCC(N)=O (centres undefined) ?
MCL1 BIM primary: -3; Bcl-xL primary: 3; AGP1 TOR yeast: 101; CIT2-GFP yeast: 93; VLA-4 inh: 14; GRK2 inh: 1; CR mimetic SO: 100; MEX-5 binding: 0.7; GLD-1 TGE inh: 4

What do the screens show for `COc1ccccc1CNC(=O)CN1C(=O)NC(Cc2ccccc2)(c2ccccc2)C1=O` (centres undefined)?
AGP1 TOR yeast: 96; CIT2-GFP yeast: 105; VLA-4 inh: -8; GRK2 inh: 1; CR mimetic SO: 102; GLD-1 TGE inh: -4

Results for CC(=O)C1=C(O)C(=O)N(Cc2ccccc2)C1c1ccc([N+](=O)[O-])cc1 (centres undefined) ?
MCL1 BIM primary: -2; Bcl-xL primary: -4; AGP1 TOR yeast: 103; CIT2-GFP yeast: 96; VLA-4 inh: 0; GRK2 inh: 5; CR mimetic SO: 141; MEX-5 binding: 0.2; GLD-1 TGE inh: -1

How did CCOC(=O)C1=C(COC(=O)CCOc2ccccc2C)NC(=O)NC1C (centres undefined) do in these assays?
MCL1 BIM primary: 6; Bcl-xL primary: 7; AGP1 TOR yeast: 104; CIT2-GFP yeast: 103; VLA-4 inh: 23; GRK2 inh: 0; CR mimetic SO: 98; MEX-5 binding: 0.5; GLD-1 TGE inh: 7

Results for Cc1cc(C(F)(F)F)nc(SCC(=O)NC2CCCCC2)n1 ?
MCL1 BIM primary: 0; Bcl-xL primary: 1; AGP1 TOR yeast: 105; CIT2-GFP yeast: 106; VLA-4 inh: -3; GRK2 inh: 2; CR mimetic SO: 108; MEX-5 binding: 2.3; GLD-1 TGE inh: 4

What do the screens show for `O=C(c1ccc(Cl)c(S(=O)(=O)N2CCCCCC2)c1)N1CCOCC1`?
MCL1 BIM primary: 4; Bcl-xL primary: 3; AGP1 TOR yeast: 106; CIT2-GFP yeast: 92; VLA-4 inh: 15; GRK2 inh: 2; CR mimetic SO: 105; MEX-5 binding: -0.4; GLD-1 TGE inh: 0

How did CCC(CO)n1c(SCc2cc([N+](=O)[O-])cc3c2OCOC3)nc2ccccc2c1=O (centres undefined) do in these assays?
MCL1 BIM primary: 3; Bcl-xL primary: 4; AGP1 TOR yeast: 101; CIT2-GFP yeast: 99; VLA-4 inh: 10; GRK2 inh: 4; CR mimetic SO: 112; MEX-5 binding: 0.0; GLD-1 TGE inh: 2

What do the screens show for `O=c1cc(N2CCc3ccccc32)[nH]c(=O)n1-c1ccc(Br)cc1`?
MCL1 BIM primary: -2; Bcl-xL primary: 6; AGP1 TOR yeast: 96; CIT2-GFP yeast: 89; VLA-4 inh: 21; GRK2 inh: 1; CR mimetic SO: 102; MEX-5 binding: -2.9; GLD-1 TGE inh: -1

What do the screens show for `Cc1cc(-c2nnc(SCc3ccccn3)o2)no1`?
MCL1 BIM primary: -2; Bcl-xL primary: 1; AGP1 TOR yeast: 70; CIT2-GFP yeast: 62; VLA-4 inh: 0; GRK2 inh: 0; CR mimetic SO: 100; MEX-5 binding: 0.3; GLD-1 TGE inh: 0

What do the screens show for `O=C(Nc1ccccc1)/C(=C/c1ccc2c(c1)OCO2)NC(=O)c1ccco1`?
MCL1 BIM primary: 1; Bcl-xL primary: 1; AGP1 TOR yeast: 100; CIT2-GFP yeast: 103; VLA-4 inh: 6; GRK2 inh: 1; CR mimetic SO: 93; MEX-5 binding: -1.7; GLD-1 TGE inh: 2

Results for COc1ccc(/C=N/NC(=O)c2ccoc2C)cc1COc1c(C)cccc1C ?
MCL1 BIM primary: 5; Bcl-xL primary: 7; AGP1 TOR yeast: 97; CIT2-GFP yeast: 87; VLA-4 inh: -17; GRK2 inh: 3; CR mimetic SO: 110; MEX-5 binding: 1.4; GLD-1 TGE inh: 4

How did Cc1ccnc2nc(C(=O)OCC(=O)c3ccccc3)nn12 do in these assays?
AGP1 TOR yeast: 102; CIT2-GFP yeast: 102; VLA-4 inh: 0; GRK2 inh: 2; CR mimetic SO: 91; GLD-1 TGE inh: -6

Results for COc1ccc2oc(C(=O)OCC(=O)NCc3ccccc3OC)c(C)c2c1 ?
MCL1 BIM primary: 2; Bcl-xL primary: 2; AGP1 TOR yeast: 102; CIT2-GFP yeast: 97; VLA-4 inh: 41; GRK2 inh: 1; CR mimetic SO: 103; MEX-5 binding: -2.0; GLD-1 TGE inh: 4

How did CCCc1cc(=O)oc2cc(OC3CCCCC3=O)ccc12 (centres undefined) do in these assays?
AGP1 TOR yeast: 97; CIT2-GFP yeast: 98; VLA-4 inh: -1; GRK2 inh: 1; CR mimetic SO: 103; MEX-5 binding: 2.2

What do the screens show for `O=C(NCc1ccco1)c1ccc(COc2cccc3ccccc23)cc1`?
MCL1 BIM primary: 1; Bcl-xL primary: 4; VLA-4 inh: 11; GRK2 inh: 1; CR mimetic SO: 95; MEX-5 binding: 0.6; GLD-1 TGE inh: 3

Results for Cc1ccc(C)n1-c1cccc(S(=O)(=O)N2CCOCC2)c1 ?
MCL1 BIM primary: 4; Bcl-xL primary: 2; AGP1 TOR yeast: 102; CIT2-GFP yeast: 103; VLA-4 inh: 5; GRK2 inh: 0; CR mimetic SO: 99; MEX-5 binding: 3.3; GLD-1 TGE inh: -6

Results for CC(=O)N(C)c1ccc(NS(=O)(=O)c2cccc3nsnc23)cc1 ?
MCL1 BIM primary: 5; Bcl-xL primary: 0; AGP1 TOR yeast: 93; CIT2-GFP yeast: 96; VLA-4 inh: 18; GRK2 inh: 5; CR mimetic SO: 91; MEX-5 binding: -3.3; GLD-1 TGE inh: -1

Results for COc1cccc(CC(NC(C)=O)C(=O)NC2CCN(C(=O)c3ccc(Cl)cc3)CC2)c1OC (centres undefined) ?
MCL1 BIM primary: 1; Bcl-xL primary: 4; AGP1 TOR yeast: 102; CIT2-GFP yeast: 104; VLA-4 inh: 8; GRK2 inh: 0; CR mimetic SO: 83; MEX-5 binding: -2.4; GLD-1 TGE inh: 0

Results for Cc1c(Cl)cccc1NC(=O)COC(=O)c1c2c(nc3ccccc13)CCN(Cc1ccccc1)C2 ?
MCL1 BIM primary: -5; Bcl-xL primary: -2; AGP1 TOR yeast: 104; CIT2-GFP yeast: 98; VLA-4 inh: 10; GRK2 inh: 0; CR mimetic SO: 107; MEX-5 binding: 8.6; GLD-1 TGE inh: 4

How did CC1CC(=O)Nc2ccccc2N1C(=O)Nc1ccc(F)cc1 (centres undefined) do in these assays?
MCL1 BIM primary: 9; Bcl-xL primary: 5; AGP1 TOR yeast: 113; CIT2-GFP yeast: 102; VLA-4 inh: 4; GRK2 inh: 2; CR mimetic SO: 95; MEX-5 binding: 0.5; GLD-1 TGE inh: 5

What do the screens show for `CC(C)c1cc(C(C)C)c(S(=O)(=O)NNC(=O)c2ccncc2)c(C(C)C)c1`?
MCL1 BIM primary: -3; Bcl-xL primary: -1; AGP1 TOR yeast: 92; CIT2-GFP yeast: 93; VLA-4 inh: -3; GRK2 inh: 0; CR mimetic SO: 122; MEX-5 binding: 2.4; GLD-1 TGE inh: -7

Results for CN(C1=NS(=O)(=O)c2ccccc21)c1ccc(OC(=O)c2ccccc2)cc1 ?
MCL1 BIM primary: 2; Bcl-xL primary: 1; AGP1 TOR yeast: 102; CIT2-GFP yeast: 104; VLA-4 inh: -12; GRK2 inh: 0; CR mimetic SO: 105; MEX-5 binding: 2.1; GLD-1 TGE inh: 12
